Source: PubChem BioAssay
miR122 inh: blocks miR-122 activity in Huh7 sensor cells; Huh7 miR-122 Renilla luciferase sensor, 48 h; neutral wells = 0, positive control = 100; activation (reporter increase), % at 12.5 µM; actives 0.3% (n = 340,000); AID 602342;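 active = mean replicate activation score at least 90 and every replicate individually at or above 90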;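 also: higher luciferase means less miR-122 activity so hits act as miR-122 inhibitors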
EWS-Fli block: inhibitors of EWS/Fli oncoprotein transcriptional activity; A673 NR0B1-luciferase reporter, viability-normalised; inhibition, % at 12.6 µM; actives 0.67% (n = 350,000); AID 651661;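 active = mean inhibition of at least 50% after viability correction, with every replicate also passing that limit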;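 also: firefly luciferase signal divided by Alamar Blue viability fluorescence both relative to DMSO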
INS-1E GSIS act: GLuc luminescence reporter in INS-1E cells, primary screen for activators of glucose-dependent secretion of insulin | actives 0.61% (n = 370,000) | INS-1E GLuc reporter insulin secretion, 2-3 h | activation, % at 16.6 µM;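 active = lowest replicate activation of at least 40%, so every replicate reaches that level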;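 also: 0% = median of neutral control wells and 100% = median of IBMX positive control wells; some compounds called inactive have numbers as strong as hits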
DENV2 CPE: DENV2-induced cell death inhibition | DENV2-infected cells, cytopathic effect rescue, plate reader | CPE inhibition, % at 9.99 µM | actives 1.7% (n = 350,000) | AID 651640; in the data active = CPE inhibition above about 20%, passing the limit was not always enough; tested in BHK-21 cells;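 also: 0% = median of neutral control wells and 100% = median of positive control wells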
CFTR F508del cor: correctors of CFTR F508del function in bronchial epithelial cells | CFBE cells, YFP halide quenching; stimulated with forskolin plus potentiator P3; % fluorescence drop versus neutral controls | activity (quench increase), % at 7.58 µM | actives 0.36% (n = 350,000);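 active = mean added fluorescence quench of at least 8% versus neutral control, with both replicates also reaching 8%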;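 also: cells transiently co-express mutant CFTR-F508del with the halide-sensitive YFP; corrector assay measuring rescue of mutant channel to the surface after 24 h compound exposure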
FN deposit inh: fibronectin deposition inhibition; AH1F fibroblasts, Alexa488-fibronectin deposition fluorescence, overnight; inhibition, % at 12.6 µM; actives 0.086% (n = 350,000); AID 743247;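 active = mean inhibition across replicates of 30% or more, regardless of how many single replicates reach that level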;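 also: positive control wells lacked labelled fibronectin entirely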
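Measured by – fluorescence 485/525 nm · System – AH1F fibroblast monolayer, labelled fibronectin deposition · Amount – 10000 cells per well · Buffer or medium – serum-reduced DMEM (2% serum) · Doses – single dose, pinned · Also added – fluorescent fibronectin at 24 nM final · Schedule – 1 h cell attachment, overnight exposure to compound and label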
PAX8 reporter: lowers PAX8-driven luciferase in RMG-I cells | RMG-I TPO-luciferase reporter, SteadyGlo, 24 h | inhibition, % at 12.6 µM | actives 1.2% (n = 360,000);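 active = mean replicate inhibition at least 60% with every replicate also reaching 60%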;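 also: luciferase light reporting Pax8 driven TPO promoter activity; plate controls were median of neutral control wells for no effect and mitoxantrone controls for full effect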
Numbers without * were called inactive; / = no result given; [ ] = dose if it differs, or a comment. Rows are unselected. About 3.9% of those tested had a hit in this group.

A first look:
SMILES | miR122 inh | EWS-Fli block | INS-1E GSIS act | DENV2 CPE | CFTR F508del cor | FN deposit inh | PAX8 reporter
Cc1ccc(S(=O)(=O)N2CCOCC2)cc1NC(=O)c1cccc(S(=O)(=O)N2CCCC2)c1 | / | 2.0 | 13.1 | -1.2 | -0.2 | -3.1 | -5.6
CCCN(CCC)C(=O)Cn1c(=O)c2ccccc2n2c(=S)sc(-c3ccccc3C)c12 | / | / | -23.6 | / | / | -9.4 | -26.3
Cc1nc2ccc(NC(=O)/C=C/C(=O)O)cc2nc1C | / | -1.4 | 10.7 | 5.3 | -0.2 | -15.9 | 17.3
C=CCNC(=O)c1oc2ccc(S(=O)(=O)N3CCC4(CC3)OCCO4)cc2c1C | -8.2 | / | -2.4 | -1.9 | -1.4 | 2.9 | 0.2
CCc1ccc(C(=O)COC(=O)CNC(=O)C2CCCCC2)cc1 | -8.1 | 0.1 | 7.4 | -3.9 | -1.0 | 1.8 | /
Cc1ccccc1S(=O)(=O)NC(=O)C1(C)CCN1C(=O)C(C)(C)c1ccccc1 (stereo not drawn) | -15.2 | -3.2 | 94.4 | 4.2 | -1.1 | / | -5.4
COc1ccc(S(=O)(=O)N2CCN(C(=S)NCC3CCCO3)CC2)cc1OC (stereo not drawn) | / | / | -3.6 | -12.3 | -5.4 | 1.0 | 2.9
CCCN1C[C@@H](C)[C@H](OC)CN(C)C(=O)c2cc(NC(=O)COC)ccc2OC[C@@H]1C | 10.0[16.7 µM] | 0.7 | -3.2 | / | 0.0 | 20.6 | -6.6
CN(C)c1ccc(C(CNS(=O)(=O)c2cccc([N+](=O)[O-])c2)N2CCOCC2)cc1 (stereo not drawn) | 3.1 | -7.2 | -7.9 | -4.6 | -0.4 | 6.2 | 3.7
COc1ccccc1OCc1nnc(SCCN2CCOCC2)o1 | -0.4 | / | / | / | / | 6.5 | -23.3

The whole of this part (from the top)
SMILES | miR122 inh | EWS-Fli block | INS-1E GSIS act | DENV2 CPE | CFTR F508del cor | FN deposit inh | PAX8 reporter
Cc1ccc(S(=O)(=O)N2CCOCC2)cc1NC(=O)c1cccc(S(=O)(=O)N2CCCC2)c1 | / | 2.0 | 13.1 | -1.2 | -0.2 | -3.1 | -5.6
CCCN(CCC)C(=O)Cn1c(=O)c2ccccc2n2c(=S)sc(-c3ccccc3C)c12 | / | / | -23.6 | / | / | -9.4 | -26.3
Cc1nc2ccc(NC(=O)/C=C/C(=O)O)cc2nc1C | / | -1.4 | 10.7 | 5.3 | -0.2 | -15.9 | 17.3
C=CCNC(=O)c1oc2ccc(S(=O)(=O)N3CCC4(CC3)OCCO4)cc2c1C | -8.2 | / | -2.4 | -1.9 | -1.4 | 2.9 | 0.2
CCc1ccc(C(=O)COC(=O)CNC(=O)C2CCCCC2)cc1 | -8.1 | 0.1 | 7.4 | -3.9 | -1.0 | 1.8 | /
Cc1ccccc1S(=O)(=O)NC(=O)C1(C)CCN1C(=O)C(C)(C)c1ccccc1 (stereo not drawn) | -15.2 | -3.2 | 94.4 | 4.2 | -1.1 | / | -5.4
COc1ccc(S(=O)(=O)N2CCN(C(=S)NCC3CCCO3)CC2)cc1OC (stereo not drawn) | / | / | -3.6 | -12.3 | -5.4 | 1.0 | 2.9
CCCN1C[C@@H](C)[C@H](OC)CN(C)C(=O)c2cc(NC(=O)COC)ccc2OC[C@@H]1C | 10.0[16.7 µM] | 0.7 | -3.2 | / | 0.0 | 20.6 | -6.6
CN(C)c1ccc(C(CNS(=O)(=O)c2cccc([N+](=O)[O-])c2)N2CCOCC2)cc1 (stereo not drawn) | 3.1 | -7.2 | -7.9 | -4.6 | -0.4 | 6.2 | 3.7
COc1ccccc1OCc1nnc(SCCN2CCOCC2)o1 | -0.4 | / | / | / | / | 6.5 | -23.3
Cc1cc(C)c2c(CN(Cc3ccccc3)Cc3ccccc3)cc(=O)oc2c1 | 13.2 | -15.4 | / | -5.0 | 2.3 | -6.6 | -5.9
CNC[C@@H]1OCCCC[C@@H](C)Oc2ccc(NS(=O)(=O)c3ccc(C)cc3)cc2C(=O)N([C@@H](C)CO)C[C@H]1C | -0.7[16.7 µM] | 22.9 | 9.5 | -2.2 | 1.2 | -11.2 | 1.1
COc1ccc(N(C(=O)c2ccccc2OC)C2C=CS(=O)(=O)C2)c(OC)c1 (stereo not drawn) | 0.4 | 4.3 | 5.4 | 8.7 | -1.0 | / | /
COc1cc(OC)cc(C(=O)OCCNC(=O)Cn2cnc3c2c(=O)n(C)c(=O)n3C)c1 | / | 5.3 | -25.1 | / | -0.8 | -3.0 | -6.4
CN1CCN(C(=O)C2CCN(c3ncnc4c3nc3n4CCCCC3)CC2)CC1 | 9.5 | 4.8 | -0.7 | 10.7 | 3.0 | 6.2 | 9.6
CCOc1ccc(C(=O)NCCCN2CCOCC2)cc1OCC | -2.7 | 0.2 | -0.1 | 3.7 | 0.1 | 17.7 | -7.2
C/C(=N\NC(=O)c1cc(C)nc2ccccc12)c1cccs1 | -6.1 | 0.1 | 2.4 | -0.9 | 1.2 | -3.6 | 8.1
CO[C@H]1CN(C)C(=O)c2ccc(NS(=O)(=O)c3ccc(F)cc3)cc2OC[C@H](C)NC[C@@H]1C | / | -15.2 | 6.3 | 17.3 | 1.3 | 3.1 | /
CCC(=O)N1C[C@@H](C)[C@H](OC)CN(C)C(=O)c2ccc(NC(=O)c3cnccn3)cc2OC[C@@H]1C | / | 2.0 | 9.5 | -9.8 | 1.3 | 8.4 | -7.8
C[C@@H]1CN([C@@H](C)CO)C(=O)c2cc(NC(=O)CCCN(C)C)ccc2O[C@@H](C)CCCCO[C@@H]1CN(C)C(=O)Nc1ccc2c(c1)OCO2 | / | 20.0 | 9.5 | 4.6 | 0.0 | / | -64.6
COc1ccc(S(=O)(=O)Nc2ccc3c(c2)CC(=O)N([C@@H](C)CO)C[C@@H](C)[C@H](CN(C)C)O3)cc1 | -1.1[16.7 µM] | -13.0 | 17.2 | -4.7 | 1.6 | / | -14.2
Cc1ccc(O)c(NC(=O)CCCC(=O)O)c1 | -7.3 | -2.3 | 5.2 | 7.2 | -0.5 | / | /
Cc1cc(=O)[nH]c(SCC(=O)Nc2ccccc2[N+](=O)[O-])n1 | 4.1 | -13.3 | -3.1 | / | -1.1 | -4.0 | 16.6
O=c1[nH]c2ccccc2c(O)c1SCCO | / | 9.2 | -5.4 | -1.6 | -1.9 | -24.3 | 7.9
CC1CCCN(S(=O)(=O)c2cccc3nonc23)C1 (stereo not drawn) | -2.8 | -0.1 | 14.1 | -4.5 | 2.5 | -12.6 | 6.2
COC(=O)[C@@H]1[C@@H](CO)[C@@H]2Cn3c(ccc(-c4ccncc4)c3=O)[C@@H]2N1CC1CCCC1 | / | -4.0 | -4.0 | 1.6 | -0.8 | / | /
C=CCn1c(SCC(=O)Nc2ccc(C(=O)O)cc2)nnc1-c1cccnc1 | -12.8 | 7.8 | 5.7 | -4.7 | -0.3 | -4.4 | 3.4
CCCCN(C)C1CCN(C(=S)Nc2ccc(OCC)cc2)CC1 | 0.2 | 9.7 | 6.0 | 2.3 | 1.7 | 6.2 | 9.7
CCCNC(=O)[C@H]1[C@H](CO)[C@H]2Cn3c(ccc(-c4ccc(F)cc4)c3=O)[C@@H]1N2CC | 4.8[16.7 µM] | -8.9 | 3.9 | -6.3 | -4.3 | / | -19.9
Cc1csc(=O)n1CCC(=O)OCC(=O)c1ccc(Br)cc1 | / | -11.5 | 1.3 | -2.3 | 1.3 | -5.8 | -12.8
COc1ccc(C(=O)c2[nH]c(N)c(C(=O)NCCc3c[nH]c4ccccc34)c2-c2c(F)cccc2Cl)cc1 | / | -5.2 | -6.6 | 66.8* | 2.8 | 3.1 | 58.8
C[C@@H]1CN([C@@H](C)CO)C(=O)c2cc(Br)cnc2O[C@H]1CN(C)C(=O)c1ccccc1 | -0.5[16.7 µM] | -7.0 | 4.7 | -0.5 | 0.4 | / | -5.1
C=CCNC(=S)N/N=C(\C)c1cccnc1 | / | -4.1 | 10.1 | 6.4 | 0.5 | 10.4 | -10.6
COc1ccc(C2CC(c3ccccc3Br)=NN2c2ccc(S(N)(=O)=O)cc2)cc1 (stereo not drawn) | 2.8 | 9.3 | 8.7 | -10.1 | 2.8 | 1.3 | -11.0
CC(C)C(=O)NS(=O)(=O)c1ccc(NS(C)(=O)=O)cc1 | / | 8.0 | 18.5 | 6.1 | -1.7 | 10.3 | 3.1
COc1ccccc1N1CCN(C2CCN(C(=O)COc3ccccc3)CC2)CC1 | -3.0 | -3.1 | 3.8 | 10.3 | 2.3 | 0.3 | -0.5
